Large T inhibition: SV40 large T antigen inhibitors, biochemical (AID 1903); SV40 large T antigen ATPase/helicase inhibition assay; higher % means a stronger effect; inhibition, % at 20 µM; hits with a dose series show IC50 in µM; hit rate 0.39% among 310,000; in the data active means a potency from the dose series; inconclusive means inhibition mostly from about 32% at the one dose, without a potency; inactive means the rest, 99 in 100 with inhibition below about 32%; further: strong numbers were not always called active
Dengue-2 NS5 capping: Dengue-2 NS5 methyltransferase inhibitors, primary screen, biochemical, confirmation dose response (AID 588689) | Dengue-2 NS5 methyltransferase capping enzyme assay, biochemical; higher % means a stronger effect | hit rate 0.3% among 340,000 | inhibition, % at 25 µM, or IC50 in µM where a hit was titrated; in the data active means a potency from the dose series; inconclusive means inhibition above about 29% without an active follow-up result
WT yeast gro inh: growth inhibition of WT yeast, mitochondrial fusion screen; AID 1362; inhibition, % at 10 µM; mitochondrial fusion phenotypic screen, WT strain; hit rate 2.1% among 190,000; in the data active means inhibition above about 58%; tested in S. cerevisiae
UTI89 phage lysis: protection from phage-mediated lysis, alamar blue read-out – E. coli UTI89, K1F phage, bacterial capsule biogenesis inhibitors (AID 488966). hit rate 0.02% among 340,000. E. coli UTI89 K1F phage lysis, alamar blue, 2 h; higher % means a stronger effect. inhibition, % at 100 µM; hits with a dose series show IC50 in µM;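 active means phage lysis inhibition, versus mean bacterial control, above a set limit; inconclusive means no clear call, values can overlap the other calls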;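 further: capsule biogenesis inhibitors block K1F phage lysis so surviving cells raise fluorescence; higher fluorescence means more inhibition of phage lysis; actives were called in the ten point dose series up to 300 µM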
West Nile antiviral: West Nile virus antiviral activity, cell-based, CPE readout (AID 1621); West Nile virus-infected cells, CPE inhibition; higher % means a stronger effect; CPE inhibition, % at 10 µM; hits with a dose series show IC50 in µM; hit rate 0.02% among 290,000; in the data active means a potency from the dose series; inconclusive means CPE inhibition mostly from about 3.7% at the one dose, without a potency; inactive means the rest, 99 in 100 with CPE inhibition below about 2.2%; further: strong numbers were not always called active
XIAP antagonists: small molecules displacing peptide from XIAP – biochemical, IAP family, fluorescence polarization (AID 1018). XIAP BIR domain, fluorescence polarization peptide displacement; higher % means a stronger effect. displacement, % at 20 µM, or IC50 in µM where a hit was titrated. hit rate 0.007% among 200,000; in the data active means displacement above about 50%; further: a part of the inactive calls stands beside numbers as strong as those of hits
Yfh1-depleted yeast: mitochondrial function rescue without frataxin homolog – Friedreich's ataxia, plus single-dose screen, dose response (AID 1465); hit rate 0.074% among 220,000; one-dose fold induction at 50 µM; EC50 in µM for titrated hits; S. cerevisiae Yfh1-off respiration, WST-1 reduction, 72 h; higher fold induction means a stronger effect;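 active means fold induction of absorbance versus untreated yeast above a set limit, then at least 30% activation at any dose in follow-up; inconclusive means repeats straddling the limit, or above it without dose testing; inactive means fold induction below the set limit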;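 further: activators that raise dye reduction in frataxin-depleted yeast; strong numbers were not always called active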
RSV CPE inhibition: RSV antiviral activity via CPE protection, HEp-2 cells, primary 10 µM value included (AID 2391); HEp-2 cells, RSV-induced CPE inhibition; higher % means a stronger effect; one-dose CPE inhibition, % at 10 µM; IC50 in µM for titrated hits; hit rate 0.13% among 310,000; in the data active means a potency from the dose series; inconclusive means CPE inhibition mostly from about 23% at the one dose, without a potency; inactive means the rest, 99 in 100 with CPE inhibition below about 21%; further: strong numbers were not always called active
CSM14.1 death rescue: protection against thapsigargin-triggered cell killing – 384-well, CSM14.1, ATP luminescence, primary screen (AID 1222); CSM14.1 thapsigargin-induced death rescue, ATP luminescence; higher % means a stronger effect; cellular ATP content (survival), % at 20 µM, or EC50 in µM where a hit was titrated; 190,000 tested, under 10 active;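 active means EC50 below 50 µM in the dose-response confirmation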;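 further: death triggered by thapsigargin at about 15 µM added after 2 h compound pretreatment; cell ATP read after overnight thapsigargin exposure of roughly 18 to 22 hours; normalized against plate controls of thapsigargin alone and 5% DMSO vehicle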
WT yeast gro inh mutant strain: further read-out of WT yeast gro inh, marked with its call; inhibition, %; mitochondrial fusion phenotypic screen, mutant strain inhibition
Dengue-2 NS5 capping pilot replicate: recorded beside Dengue-2 NS5 capping, whose call it bears; inhibition, %; measured here: pilot screen replicate inhibition
Starred values were filed as active, the others as inactive; i = inactive; ? = inconclusive; · = no result given; [ ] = dose if it differs, or a comment. Random draw from the library, and some 2.2% of all compounds hit somewhere here.

SMILES | Large T inhibition | Dengue-2 NS5 capping | WT yeast gro inh | WT yeast gro inh mutant strain | UTI89 phage lysis | West Nile antiviral | XIAP antagonists | Yfh1-depleted yeast | RSV CPE inhibition | CSM14.1 death rescue | others
CCc1nn(CC(=O)N2CCN(Cc3ccc4c(c3)OCO4)CC2)c(=O)c2cc3occc3n12 | -3% | -3% | 9 | 9 | -0.4% | 0.7% | -8.6% | i | · | 1.3%
COc1cc(/C=C2/C(=N)N3C=CSC3=NC2=O)ccc1OCCOc1ccc(NC(C)=O)cc1 | 5% | 4% | 0 | -24 | 0.2% | 0.1% | -5.7% | ? | 2.7% | 0.0%
Nc1ccccc1SCC(=O)Nc1ccc(N2CCOCC2)cc1 | 10% | 2% | -2 | -1 | 3.9% | 0.4% | -4.7% | i | 0.3% | -0.7%
CCCCC(CC(C)O)c1n[nH]c(=S)n1-c1ccccc1 (stereo unspecified) | 6% | 2% | 7 | 7 | 1.1% | -0.4% | -2.9% | i | 1.6% | 2.0%
CCCCS(=O)(=O)c1sc2nc(C)cc(C)c2c1N | -2% | -9% | 9 | 12 | -0.3% | 0.7% | -7.2% | i | 3.0% | -1.8%
CCN(CC(=O)Nc1c(F)cccc1F)C(=O)C1CCN(c2ncnc3sc(C)c(C)c23)CC1 | 19% | 3% | · | · | -0.1%[50 µM] | · | · | · | 17% | ·
COc1ccc(NS(=O)(=O)c2cc([N+](=O)[O-])ccc2N/N=C\c2c(C)[nH]c3ccccc23)cc1 | 4% | -21% | 56 | 26 | 3.6% | 0.2% | 2.7% | i | 9.2% | -0.2%
O=C(c1ccc(O)cc1)c1ccc(O)cc1O | 17% | 5% | · | · | 0.2% | -0.1% | · | i | -0.5% | ·
S=C1NC[C@H](CC2CCCCC2)N1CC1CCCCC1 | 2% | -1% | 68 | 69 | 7.1% | 3.0% | -5.1% | i | -2.0% | 9.5%
O=C1CCCCN1CCC(=O)N1CCCC(Nc2ccccc2)C1 (stereo unspecified) | 49% | 2% | · | · | 0.6% | -0.1% | · | · | -0.2% | ·
Cc1ccc(C(=O)Cc2nnc(C)s2)cc1 | 6% | -5% | 4 | 6 | 0.6% | -0.7% | -1.8% | i | 1.0% | -3.4%
Cn1c(=O)c(-c2cc(=O)[nH][nH]2)c(O)c2ccccc21 | 14% | · | 2 | -2 | · | 1.1% | -17% | i | 0.1% | 0.0%
NS(=O)(=O)c1ccc(CNC(=O)NC2(c3ccccc3)CC2)cc1 | 3% | -6% | 11 | -4 | 0.5% | -0.1% | -6.3% | i | -0.2% | -0.1%
CCOC(=O)N1CCN(c2c(NCCN3CCN(Cc4ccccc4)CC3)c(=O)c2=O)CC1 | 5% | -1% | -34 | -7 | 0.1% | 0.3% | -2.2% | i | 0.6% | 0.1%
CCN(CC)c1ccc(C=C2C(=O)OC(C)(C(C)(C)C)OC2=O)cc1 (stereo unspecified) | 13% | -111% | · | · | -0.2%[50 µM] | · | · | · | 1.2% | ·
CCOC(=O)c1cnc2ccc(C)cc2c1NCCN1CCOCC1 | 8% | -7% | · | · | 0.0% | -1.7% | · | · | -0.3% | ·
Cc1ccc(C)c(NC(=S)N(C)C)c1 | 9% | 9% | · | · | 0.9% | 0.7% | · | i | 2.3% | ·
O=C(CCCCCN1C(=O)c2ccccc2C1=O)NCc1ccco1 | 0% | -7% | -4 | -12 | 8.4% | 0.0% | -3.8% | i | 2.9% | -0.8%
CCc1ccc(CN2CCC(C(=O)Nc3cccc(-c4nnc(C)s4)c3)CC2)o1 | 17% | -4% | · | · | 0.2% | -0.1% | · | · | 0.3% | ·
CCOC(=O)N1CCN(S(=O)(=O)N2CCCC(C(=O)NCc3cccc(OC)c3)C2)CC1 (stereo unspecified) | 5% | -6% | · | · | 0.2% | -0.6% | · | · | 2.8% | ·
O=C(NCC1CCCO1)C(c1cccs1)N(C(=O)Cn1nnc(-c2cccs2)n1)C1CCCC1 (stereo unspecified) | 9% | -11% | -2 | -4 | 0.0% | -0.9% | -5.2% | i | 0.9% | 3.3%
COc1ccc(C(=O)NC2CCN(CC(=O)Nc3cccc(OC)c3)CC2)cc1 | 5% | -8% | · | · | 0.2% | -0.9% | · | · | 1.6% | · | Dengue-2 NS5 capping pilot replicate=-4.2
N=C1/C(=C/c2coc3ccccc3c2=O)C(=O)N=C2SC(c3ccco3)=NN12 | 52% | · | · | · | · | 0.4% | · | i | 0.1% | ·
CC(NC(=O)CN1CCCC1)C12CC3CC(CC(C3)C1)C2 (stereo unspecified) | 22% | 2% | 8 | 20 | 0.5% | -0.1% | -0.9% | i | · | 0.3%
CC(=O)c1sc(NC(=O)C2CCN(C(=O)c3ccc(F)cc3)CC2)nc1-c1ccccc1 | 14% | -4% | · | · | -0.3%[50 µM] | · | · | · | 19% | ·
O=[N+]([O-])c1cccc(CSc2ncnc3ccccc23)c1 | 5% | -7% | 4 | 18 | -1.8% | 0.4% | -11% | i | -0.5% | 0.4%
CCC(CC)C(=O)Nc1ccccc1-n1cccc1 | 3% | 1% | -13 | -10 | 4.8% | -0.2% | 0.7% | i | 1.3% | -1.8%
O=C(Nc1cccnc1)c1ccc(NS(=O)(=O)c2cccc([N+](=O)[O-])c2)cc1 | 15% | 1% | -6 | 3 | 1.4%[50 µM] | -0.1% | -14% | i | 1.3% | 0.2%
O=C(CSc1nnc(C2CC2)n1CC1CCCO1)Nc1ccc(Cl)cc1 (stereo unspecified) | 10% | -10% | · | · | 0.1% | -1.1% | · | · | 1.5% | ·
C=CCn1c(COc2ccccc2)nnc1SCC(=O)N/N=C/c1ccc(C)cc1 | 6% | 2% | 2 | -10 | 0.7% | 0.3% | -1.8% | i | 1.8% | 0.8%
C/C(=N\Nc1ccc([N+](=O)[O-])cc1)c1ccc(C#N)cc1 | 5% | 2% | · | · | 0.5% | 0.3% | · | i | -1.6% | ·
Cc1cccc(N2C(=N)SCC2=O)c1C | 8% | -4% | -4 | 8 | 1.4%[50 µM] | -0.1% | -5.2% | i | 1.5% | -0.5%
COc1ccc(-c2nc(-c3ccccc3)c(-c3cc([N+](=O)[O-])ccc3C)[nH]2)cc1OC | -12% | -9% | 45 | 25 | 0.3% | -0.2% | -5.8% | i | 41% | 3.8%
Cc1ccc(Nc2ncc(C(=O)NCCCN3CCN(C)CC3)c3ccccc23)cc1Cl | 26% | -7% | -11 | 13 | 3.5% | ? | -9.5% | i | -2.9% | -0.8%
C/C(=N\OC(=O)Nc1ccccc1)c1cnn(-c2cc(C(F)(F)F)cc(C)n2)c1C | 11% | -5% | · | · | -0.4% | 0.1% | · | i | · | ·
CCC(C(=O)OCC(=O)Nc1ccc2[nH]c(=O)[nH]c2c1)c1ccccc1 (stereo unspecified) | 8% | 2% | · | · | 0.3%[50 µM] | · | · | · | 3.2% | ·
Oc1ccc(C[C@@H]2CNC(=S)N2CCCCC2CCCCC2)cc1 | 4% | -4% | 91* | 82* | -0.8% | -0.7% | -2.7% | i | 6.7% | -3.8%
COc1cc(NC(=O)COc2ccccc2C)ccc1NC(=O)c1ccco1 | 89% | 2% | · | · | -0.2% | -0.4% | · | · | 0.8% | ·
CCn1cc([N+](=O)[O-])c(C(=O)N2CCOCC2)n1 | 4% | -6% | 2 | -10 | 0.4% | 0.0% | -9.3% | i | 2.2% | 1.4%
Oc1ccc(-c2cn3c(n2)SCC3)cc1 | 29% | 3% | 16 | 16 | -0.2% | 0.2% | -4.0% | i | 2.0% | 2.8%
COCCNC(=O)C1c2cc(OC)c(OC)cc2C(=O)N(C)C1c1cccnc1 (stereo unspecified) | 3% | -10% | 2 | -6 | 0.2% | 0.0% | -1.0% | i | 0.6% | -0.3%
CN1CCN(Cc2nc3c(c(=O)n(C)c(=O)n3C)n2CCCc2ccccc2)CC1 | -5% | 2% | 1 | -15 | 0.2% | -0.7% | -6.6% | i | -1.0% | -0.7%
CCOc1ccc2cc(S(=O)(=O)N3CCN(C)CC3)ccc2c1 | -1% | -3% | 14 | 8 | -2.4% | · | 0.4% | · | 1.7% | 1.4%
Cc1c(C#N)c(O)n(C)c(=O)c1N=Nc1ccc(S(N)(=O)=O)cc1 | 2% | 14% | 4 | 5 | -0.4% | 0.8% | 9.5% | i | · | 2.2%
COC(=O)c1ccc(OCc2nc(N)nc(N3CCOCC3)n2)cc1 | -3% | 2% | -4 | 20 | 6.7% | 0.0% | 0.2% | i | 2.2% | -0.1%

Structures above containing an aryl thioether with sulfur outside any ring, in the order listed:
SMILES | Large T inhibition | Dengue-2 NS5 capping | WT yeast gro inh | WT yeast gro inh mutant strain | UTI89 phage lysis | West Nile antiviral | XIAP antagonists | Yfh1-depleted yeast | RSV CPE inhibition | CSM14.1 death rescue | others
Nc1ccccc1SCC(=O)Nc1ccc(N2CCOCC2)cc1 | 10% | 2% | -2 | -1 | 3.9% | 0.4% | -4.7% | i | 0.3% | -0.7%
O=[N+]([O-])c1cccc(CSc2ncnc3ccccc23)c1 | 5% | -7% | 4 | 18 | -1.8% | 0.4% | -11% | i | -0.5% | 0.4%
O=C(CSc1nnc(C2CC2)n1CC1CCCO1)Nc1ccc(Cl)cc1 (stereo unspecified) | 10% | -10% | · | · | 0.1% | -1.1% | · | · | 1.5% | ·
C=CCn1c(COc2ccccc2)nnc1SCC(=O)N/N=C/c1ccc(C)cc1 | 6% | 2% | 2 | -10 | 0.7% | 0.3% | -1.8% | i | 1.8% | 0.8%

(more compounds)
SMILES | Large T inhibition | Dengue-2 NS5 capping | WT yeast gro inh | WT yeast gro inh mutant strain | UTI89 phage lysis | West Nile antiviral | XIAP antagonists | Yfh1-depleted yeast | RSV CPE inhibition | CSM14.1 death rescue | others
Cc1ccc(NC(=S)NCc2cccs2)cc1 | 3% | -1% | 27 | 27 | 0.5% | 0.0% | -2.6% | i | 0.3% | -3.8%
COc1ccc(OC)c(C(=O)CSc2nc3ccccc3n2CC(=O)NC(C)(C)C)c1 | 10% | 5% | 3 | 1 | 1.3% | -0.2% | -2.1% | i | 0.4% | -0.3%
Cc1ccccc1-c1nnc(SCCC(=O)N2CCOCC2)o1 | 4% | -2% | -12 | 16 | 0.2% | 1.1% | -5.6% | i | 3.8% | -0.6%
COc1ccc(OC)c(NC(=O)NC2CCCc3ccccc32)c1 (stereo unspecified) | 17% | -8% | · | · | 0.3% | -0.6% | · | · | 1.9% | ·
COc1cc2c(cc1OC)C(c1cccs1)N(C(=O)c1cccnc1)CC2 (stereo unspecified) | 3% | 3% | -5 | 10 | 1.1% | -0.8% | -5.4% | i | 1.9% | -0.2%
CC(Oc1ccc(Cl)cc1Cl)C(=O)OCn1nnc2ccccc2c1=O (stereo unspecified) | 7% | 3% | 4 | 12 | 0.1% | 0.5% | -3.3% | i | 1.7% | -0.9%
Cc1ccc(C)c2[nH]c(=O)c(CN(Cc3cccnc3)C(=S)NCc3ccco3)cc12 | 20% | -13% | · | · | 0.0% | 0.0% | · | i | 0.0% | ·

Screening results deposited in PubChem by several laboratories.
